Screening data: PubChem BioAssay, Broad Institute
TcdB inh: TcdB glycohydrolase inhibition; P18177; TcdB glycohydrolase enzymatic assay, plate reader; inhibition, % at 9.99 µM; 0.24% of 350,000 active; in the data active means inhibition above about 10%
Active calls of the source: *.

SMILES | TcdB inh
CCCC(=O)Nc1ccc2c(c1)C(=O)N(C)C[C@H](OC)[C@H](C)CN(CCC(F)(F)F)[C@@H](C)CO2 | 0.3
O=C(N[C@@H]1CC[C@@H](CCNC(=O)C2CCCC2)O[C@@H]1CO)c1ccncc1 | -0.6
O=C(Nc1ccc(C(F)(F)F)cc1)N[C@@H]1CC[C@H](CCn2cc(C3(O)CCCC3)nn2)O[C@H]1CO | 1.2
COC(=O)C[C@H]1C[C@@H]2c3cc(NC(=O)c4cccnc4)ccc3O[C@@H]2[C@H](CO)O1 | 1.7
O=C(C[C@@H]1CC[C@@H]2[C@H](COC[C@@H](O)CN2CCC(F)(F)F)O1)NCC1CC1 | -0.1
C[C@@H]1CN([C@H](C)CO)S(=O)(=O)c2ccc(C#CCN(C)C)cc2O[C@H]1CN(C)C | 0.7
O=C(C[C@H]1CC[C@H]2[C@@H](COC[C@@H](O)CN2C(=O)C2CC2)O1)NCc1ccncc1 | 0.4
CO[C@H]1CC[C@H]2CCN(C)C(=O)[C@@H](C)[C@@H](OC)CN(C)C(=O)c3cccc(C#N)c3OC[C@@H]1O2 | -0.4
CCCN(C)C[C@@H]1Oc2cc(C#C[C@H](C)O)ccc2S(=O)(=O)N([C@@H](C)CO)C[C@@H]1C | -0.6
CC(C)C#Cc1cnc2c(c1)C(=O)N([C@H](C)CO)C[C@@H](C)[C@@H](CN(C)C(=O)c1ccc3c(c1)OCO3)O2 | 0.1
CO[C@H]1CN(C)C(=O)c2ccc(NC(=O)c3ccc4c(c3)OCO4)cc2OC[C@@H](C)N(CCC(F)(F)F)C[C@H]1C | 0.9
COc1ccc(S(=O)(=O)N2CC[C@@H]3[C@H](CO)Nc4ccc(-c5ccc(C#N)cc5)cc4[C@@H]32)cc1 | -0.2
Cn1cnc(S(=O)(=O)N2CC[C@@H]3[C@@H](CO)Nc4ccc(-c5cccc(F)c5)cc4[C@@H]32)c1 | 2.0
CN1C[C@H]2[C@@H](c3ccccc31)[C@H](CO)N2C(=O)C1CC1 | -0.1
CCCNC(=O)[C@H]1[C@H](CO)[C@H]2Cn3c(ccc(/C=C/c4ccccc4)c3=O)[C@@H]1N2C(C)=O | -2.1
CCCc1cn(CC[C@@H]2CC[C@H](NS(=O)(=O)c3ccccc3Cl)[C@@H](CO)O2)nn1 | -1.9
C[C@@H]1CN([C@@H](C)CO)C(=O)Cc2cc(NS(=O)(=O)c3cccs3)ccc2O[C@@H]1CN(C)S(=O)(=O)c1ccc(Cl)cc1 | 0.0
CCCN(C)C[C@@H]1Oc2cc(-c3cccc(OC)c3)ccc2S(=O)(=O)N([C@@H](C)CO)C[C@@H]1C | -0.1
CN(C)C(=O)C[C@@H]1C[C@@H]2c3cc(NC(=O)CC4CC4)ccc3O[C@@H]2[C@H](CO)O1 | -0.2
Cc1ccc(S(=O)(=O)Nc2cccc3c2O[C@@H](CN(C)C(=O)Nc2ccc(F)cc2)[C@H](C)CN([C@@H](C)CO)C3=O)cc1 | -1.5

Look-ups from the results shown.
Cn1cnc(S(=O)(=O)N2CC[C@@H]3[C@@H](CO)Nc4ccc(-c5cccc(F)c5)cc4[C@@H]32)c1 in TcdB inh = 2.0
CCCNC(=O)[C@H]1[C@H](CO)[C@H]2Cn3c(ccc(/C=C/c4ccccc4)c3=O)[C@@H]1N2C(C)=O in TcdB inh = -2.1

Going on with the list.
SMILES | TcdB inh
CCC(=O)N1CCCCN2[C@H](CO)[C@H](c3ccc(/C=C/c4ccccc4)cc3)[C@@H]2C1 | 0.7
C[C@@H]1CCCCO[C@@H](CN(C)S(=O)(=O)c2ccc(Cl)cc2)[C@@H](C)CN([C@@H](C)CO)C(=O)c2cc(NC(=O)NC3CCCCC3)ccc2O1 | 0.3
Cc1ccc(S(=O)(=O)N(C)C[C@H]2OCCCC[C@H](C)Oc3ccc(NC(=O)CCC(F)(F)F)cc3C(=O)N([C@@H](C)CO)C[C@H]2C)cc1 | -0.1
C[C@@H]1CN([C@@H](C)CO)C(=O)Cc2cc(NS(=O)(=O)c3ccc(F)cc3)ccc2O[C@H]1CN(C)S(=O)(=O)c1ccc(F)cc1 | -0.5
Cc1ccc(S(=O)(=O)N(C)C[C@H]2OCCCC[C@H](C)Oc3ccc(NS(=O)(=O)c4cccs4)cc3C(=O)N([C@H](C)CO)C[C@@H]2C)cc1 | 0.1
Cc1ccc(S(=O)(=O)N(C)C[C@H]2Oc3ccc(NC(=O)Nc4ccc(C(F)(F)F)cc4)cc3CC(=O)N([C@@H](C)CO)C[C@@H]2C)cc1 | -1.1
CN(C)C(=O)c1cccc(-c2cccc(-c3nc(C(=O)NC4CCCCC4)cc4c3[C@@H](CCO)N([S@](=O)C(C)(C)C)C4)c2)c1 | 2.1
COc1ccc(S(=O)(=O)Nc2ccc3c(c2)C(=O)N([C@H](C)CO)C[C@@H](C)[C@H](CN(C)S(=O)(=O)c2ccccc2)OCCCC[C@@H](C)O3)cc1 | 0.7
C[C@H](CO)N1C[C@H](C)[C@H](CN(C)C(=O)c2ccccc2)OCCCC[C@H](C)Oc2ccc(NC(=O)c3ccncc3)cc2C1=O | -0.2
CCCNC(=O)Nc1ccc2c(c1)OC[C@H](C)N(C(=O)C1CCC1)C[C@@H](C)[C@@H](OC)CN(C)C2=O | 0.2
C=C[C@H](OC)[C@@H](O)c1ccc(OC)c(O)c1 | 0.5
O=C(C[C@H]1CC[C@@H]2[C@H](COC[C@@H](O)CN2Cc2nccs2)O1)NCc1ccc(-c2ccccc2)cc1 | -1.8
CN(C)C(=O)C[C@H]1CC[C@H]2[C@@H](COC[C@H](O)CN2S(=O)(=O)c2ccccc2)O1 | 0.3
C[C@@H]1CCCCO[C@H](CN(C)C(=O)Nc2ccc(F)cc2)[C@H](C)CN([C@H](C)CO)C(=O)c2cc(NS(=O)(=O)c3cn(C)cn3)ccc2O1 | -0.8
C[C@H](O)C#Cc1cnc2c(c1)C(=O)N([C@H](C)CO)C[C@@H](C)[C@@H](CN(C)C(=O)Nc1ccc(F)cc1)O2 | -0.1
C/C=C/c1ccc([C@@H]2[C@H]3CN(Cc4ccc(C)cc4)CC(=O)N3[C@H]2CO)cc1 | -1.9
O=C(CC(F)(F)F)N1C[C@H]2[C@@H](c3ccccc31)[C@H](CO)N2C(=O)Cc1ccccc1 | -0.6
COc1ccc(CN(C)C[C@H]2Oc3ccc(NC(=O)Nc4c(C)noc4C)cc3CC(=O)N([C@@H](C)CO)C[C@@H]2C)cc1 | 0.3
O=C([C@@H]1[C@@H](CO)[C@@H]2Cn3c(ccc(C4=CCCC4)c3=O)[C@H]1N2C(=O)c1ccncc1)N1CCOCC1 | 0.0
C[C@@H]1CN([C@H](C)CO)S(=O)(=O)c2ccc(Br)cc2O[C@@H]1CN(C)C(=O)CN(C)C | -0.4
O=C(c1ccc(F)cc1)N1CC(=O)N2[C@H](CO)[C@@H](c3ccc(C#CC4CCCCC4)cc3)[C@@H]2C1 | 0.0
C[C@@H]1CCCCO[C@@H](CN(C)CC2CC2)[C@H](C)CN([C@@H](C)CO)C(=O)c2cc(NS(C)(=O)=O)ccc2O1 | 0.4
C[C@H]1CN([C@@H](C)CO)C(=O)CCCn2cc(nn2)CO[C@H]1CN(C)Cc1cccc(C(=O)O)c1 | -0.7
C[C@@H]1CCCCO[C@@H](CN(C)S(=O)(=O)c2ccc(Cl)cc2)[C@@H](C)CN([C@H](C)CO)C(=O)c2cc(NS(=O)(=O)c3cccs3)ccc2O1 | -0.2
Cc1ccc(S(=O)(=O)N[C@H]2C=C[C@@H](CC(=O)N3CCc4ccccc4C3)O[C@H]2CO)cc1 | 0.3
O=C(c1ccc(F)cc1)N1[C@H](CO)[C@H]2c3ccccc3NC[C@H]21 | 0.0
C[C@H](CO)N1C[C@H](C)[C@H](CN(C)C(=O)Nc2ccc(F)cc2)Oc2ncc(C#CCC3CCCC3)cc2C1=O | 0.2
O=C(Nc1ccccc1F)N1C[C@@H]2[C@H](c3ccccc31)[C@H](CO)N2C(=O)c1ccc(F)cc1 | -0.5
CCCN(C)C[C@H]1OCCCC[C@@H](C)Oc2ccc(NS(=O)(=O)c3ccc(Cl)cc3)cc2C(=O)N([C@H](C)CO)C[C@@H]1C | -1.1
C[C@H](CO)N1C[C@H](C)[C@H](CN(C)S(=O)(=O)c2cn(C)cn2)Oc2ncc(C#CC(C)(C)O)cc2C1=O | -1.1
COCC#Cc1cnc2c(c1)C(=O)N([C@H](C)CO)C[C@H](C)[C@@H](CN(C)C(=O)c1cccc(F)c1)O2 | 1.5
COc1ccc(NC(=O)N(C)C[C@H]2Oc3ccc(NC(=O)Nc4ccc(C(F)(F)F)cc4)cc3CC(=O)N([C@@H](C)CO)C[C@@H]2C)cc1 | 0.0
O=C(C[C@H]1C=C[C@@H](NC(=O)CCN2CCCCC2)[C@H](CO)O1)Nc1nccs1 | 0.2
C[C@H](CO)N1C[C@H](C)[C@@H](CN(C)S(=O)(=O)c2ccccc2)Oc2ncc(C#Cc3ccccc3F)cc2C1=O | -0.5
O=C(C[C@H]1CC[C@@H]2[C@H](COC[C@H](O)CN2Cc2nccs2)O1)NCc1ccc(-c2ccccc2)cc1 | -1.4
CCCNC(=O)N(C)C[C@@H]1Oc2ncc(C3=CCCC3)cc2C(=O)N([C@@H](C)CO)C[C@@H]1C | 1.4
C[C@@H]1CN([C@@H](C)CO)C(=O)c2cc(NC(=O)Nc3ccc(C(F)(F)F)cc3)ccc2O[C@@H]1CN(C)C(=O)Nc1ccc(C(F)(F)F)cc1 | -14.7
O=C(C[C@@H]1CC[C@@H]2[C@H](COC[C@@H](O)CN2Cc2cc(F)cc(F)c2)O1)NC1CCCC1 | -0.2
CC(=O)N[C@H]1CC[C@H](CC(=O)NCc2ccc(Cl)cc2)O[C@H]1CO | -1.3
COCCOC(=O)N1C(=O)[C@@]2(c3cc(C#CCCO)ccc31)[C@H](C(N)=O)[C@H]1C(=O)O[C@H](c3ccccc3)[C@H](c3ccccc3)N1[C@@H]2c1ccc(OCCO)cc1 | 1.3
C[C@H]1CN([C@@H](C)CO)C(=O)CCCn2cc(nn2)CO[C@H]1CN(C)CC1CCCC1 | 1.3
CO[C@@H](CN(C)Cc1nccs1)[C@H](C)CN([C@@H](C)CO)S(=O)(=O)c1ccc(F)cc1 | 0.2
COc1cccc(S(=O)(=O)N2C[C@H](O)COC[C@@H]3O[C@H](CC(=O)NCCCN4CCOCC4)CC[C@H]32)c1 | -0.1
C[C@@H]1CN([C@H](C)CO)C(=O)c2cccc(NS(=O)(=O)c3cn(C)cn3)c2O[C@H]1CN(C)C | 0.4
CO[C@H]1CN(C)C(=O)c2ccc(NC(=O)NC(C)C)cc2OC[C@@H](C)N(C(=O)CC2CC2)C[C@@H]1C | -2.8
C[C@@H]1CCCCO[C@@H](CN(C)C(=O)c2ccccc2)[C@@H](C)CN([C@H](C)CO)C(=O)c2cc(NC(=O)CCC(F)(F)F)ccc2O1 | -0.3
Cc1ccc(S(=O)(=O)Nc2ccc3c(c2)C(=O)N([C@H](C)CO)C[C@H](C)[C@H](CN(C)C(=O)Cc2ccccc2)OCCCC[C@@H](C)O3)cc1 | 0.1
Cc1ccc(-c2ccc([C@H]3[C@@H](CO)N4C(=O)CN(C(=O)Cc5ccccn5)C[C@@H]34)cc2)cc1 | 0.7
COc1ccc(CN(C)C[C@@H]2Oc3ccc(NS(=O)(=O)c4ccc(Cl)cc4)cc3CC(=O)N([C@@H](C)CO)C[C@@H]2C)cc1 | 1.6
CN1CCN(C(=O)C[C@@H]2C[C@H]3c4cc(NC(=O)C5CCOCC5)ccc4O[C@H]3[C@H](CO)O2)CC1 | 0.2

The list goes on:
SMILES | TcdB inh
CCN1[C@@H]2c3ccc(C4=CCCC4)c(=O)n3C[C@H]1[C@H](CO)[C@H]2C(=O)NCc1ccccn1 | 0.2
C[C@@H]1CN([C@H](C)CO)C(=O)c2cccc(NS(=O)(=O)c3ccc(Cl)cc3)c2O[C@@H]1CN(C)Cc1ccc(C(F)(F)F)cc1 | 1.2
COCCNC(=O)c1cc2c(c(-c3cccc(C#CCN(C)C)c3)n1)[C@H](CCO)N(S(=O)C(C)(C)C)C2 (some centres undefined) | 10.1*
Cc1ccc(S(=O)(=O)N(C)C[C@H]2OCCCC[C@H](C)Oc3ccc(NC(=O)Nc4ccc(F)cc4)cc3C(=O)N([C@@H](C)CO)C[C@@H]2C)cc1 | 1.0
COC(=O)c1c(CC[C@@H](CO)NC(=O)N[C@H](Cn2cc(Cc3ccccc3)nn2)C(C)C)oc(C(C)=O)c1C(=O)OC | -0.1
Cc1ccccc1S(=O)(=O)N1C[C@H](O)COC[C@H]2O[C@@H](CC(=O)N3CCCCC3)CC[C@@H]21 | -0.2
CC(C)NC(=O)Nc1ccc2c(c1)CC(=O)N([C@@H](C)CO)C[C@@H](C)[C@@H](CN(C)Cc1ccc(C(F)(F)F)cc1)O2 | 0.6
O=C(C[C@H]1C[C@@H]2c3cc(NC(=O)C4CCOCC4)ccc3O[C@@H]2[C@H](CO)O1)NCc1cccc(F)c1 | -3.5
COCC(=O)N1[C@@H](CO)[C@@H](c2ccccc2)C12CN(Cc1cc(F)ccc1F)C2 | 0.3

Structural class: those above containing a Cl atom.
SMILES | TcdB inh
CCCc1cn(CC[C@@H]2CC[C@H](NS(=O)(=O)c3ccccc3Cl)[C@@H](CO)O2)nn1 | -1.9
C[C@@H]1CN([C@@H](C)CO)C(=O)Cc2cc(NS(=O)(=O)c3cccs3)ccc2O[C@@H]1CN(C)S(=O)(=O)c1ccc(Cl)cc1 | 0.0
C[C@@H]1CCCCO[C@@H](CN(C)S(=O)(=O)c2ccc(Cl)cc2)[C@@H](C)CN([C@@H](C)CO)C(=O)c2cc(NC(=O)NC3CCCCC3)ccc2O1 | 0.3
C[C@@H]1CCCCO[C@@H](CN(C)S(=O)(=O)c2ccc(Cl)cc2)[C@@H](C)CN([C@H](C)CO)C(=O)c2cc(NS(=O)(=O)c3cccs3)ccc2O1 | -0.2
CCCN(C)C[C@H]1OCCCC[C@@H](C)Oc2ccc(NS(=O)(=O)c3ccc(Cl)cc3)cc2C(=O)N([C@H](C)CO)C[C@@H]1C | -1.1
CC(=O)N[C@H]1CC[C@H](CC(=O)NCc2ccc(Cl)cc2)O[C@H]1CO | -1.3
COc1ccc(CN(C)C[C@@H]2Oc3ccc(NS(=O)(=O)c4ccc(Cl)cc4)cc3CC(=O)N([C@@H](C)CO)C[C@@H]2C)cc1 | 1.6
C[C@@H]1CN([C@H](C)CO)C(=O)c2cccc(NS(=O)(=O)c3ccc(Cl)cc3)c2O[C@@H]1CN(C)Cc1ccc(C(F)(F)F)cc1 | 1.2

This is a subset (hit frequency here may not be typical).
